# Source: PubChem (NMMLSC)
# GRK2 aptamer HTS – inhibitors of human GRK2 displacing RNA aptamer; P25098; bead flow cytometry, FAM-aptamer displacement from GRK2; inhibition of aptamer binding, % at 10 µM; hit rate 0.59% among 330,000; AID 488847;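 active = inhibition of aptamer binding above 40%, roughly 3 SD of noise, on plates passing a quality check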;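 note: median bead fluorescence of bound FAM aptamer so fluorescent compounds give negative values; no value below 0 was filed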
# LAP4-GFP MLPCN – alters LAP4-GFP fluorescence in TOR pathway yeast screen | GFP response vs DMSO, % at 10 µM | S. cerevisiae LAP4-GFP multiplex, flow cytometry GFP, 3 h; median GFP as percent of DMSO wells | hit rate 0.34% among 320,000;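 active = GFP response vs DMSO above a set limit, about the screen mean plus 3 SD, cut at about 150% in these data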
# CIT2 TOR yeast – yeast TOR pathway CIT2-GFP modulation | GFP response vs DMSO, % at 10 µM | S. cerevisiae CIT2-GFP strain, flow cytometry, 3 h; 100 means same as DMSO wells | hit rate 0.065% among 320,000;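 active = GFP response relative to DMSO above a set limit, near the screen mean plus 3 SD, cut at about 150% in these data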;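 note: ratio of well median GFP fluorescence to mean of DMSO wells on the plate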
# AGP1-GFP MLPCN – yeast TOR pathway AGP1-GFP modulation; S. cerevisiae AGP1-GFP multiplex flow cytometry, 3 h; GFP as percent of DMSO wells; GFP response vs DMSO, % at 10 µM; hit rate 0.02% among 320,000;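 active = GFP response relative to DMSO above a set limit, near screen average plus 3 SD, cut at about 150% in these data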;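 note: median GFP channel fluorescence of the gated AGP1 strain per well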
# MEP2 TOR yeast – alters MEP2-GFP fluorescence in TOR pathway yeast screen. hit rate 0.51% among 330,000. S. cerevisiae MEP2-GFP strain, flow cytometry GFP, 3 h; 100% = DMSO control level. AID 2016. GFP response vs DMSO, % at 10 µM;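 active = GFP response versus DMSO above a set limit, roughly screen mean plus 3 SD, cut at about 180% in these data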;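 note: median GFP fluorescence of the barcode-gated MEP2-GFP cells per well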
# RPL19A-GFP yeast – alters RPL19A-GFP fluorescence in TOR pathway yeast screen; S. cerevisiae RPL19A-GFP strain, flow cytometry, 3 h; active compounds read low; percent response vs DMSO, % at 10 µM; hit rate 0.3% among 330,000; AID 2025;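 active = percent response vs DMSO below 50%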;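 note: median channel GFP fluorescence of the barcoded RPL19A-GFP strain; ratio of sample median GFP to plate DMSO average so 100% = DMSO; lower means less RPL19A-GFP as with rapamycin TOR inhibition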
# CR mimetic SO – caloric restriction mimetics inhibiting age-related superoxide in yeast; S. cerevisiae aged cells, superoxide DHE fluorescence; active compounds read low; superoxide response (% of plate mean), % at 10 µM; hit rate 0.18% among 330,000; AID 2690;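 active = superoxide response under a set limit, about three screen SD below normal, cut at about 65% in these data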;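 note: yeast aged for seven days with compound at 30 °C before DHE staining; 100% = average MFI of all compound-treated wells on the plate with controls excluded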
# VLA-4 inh – inhibition in a human VLA-4 binding assay; P13612; VLA-4 expressing cells, ligand binding flow cytometry; inhibition, % (about 7 µM as worked out from the volumes in the protocol); hit rate 0.2% among 330,000; in the data active = inhibition above about 50%
# Target sequence (P13612 whole entry, looked up): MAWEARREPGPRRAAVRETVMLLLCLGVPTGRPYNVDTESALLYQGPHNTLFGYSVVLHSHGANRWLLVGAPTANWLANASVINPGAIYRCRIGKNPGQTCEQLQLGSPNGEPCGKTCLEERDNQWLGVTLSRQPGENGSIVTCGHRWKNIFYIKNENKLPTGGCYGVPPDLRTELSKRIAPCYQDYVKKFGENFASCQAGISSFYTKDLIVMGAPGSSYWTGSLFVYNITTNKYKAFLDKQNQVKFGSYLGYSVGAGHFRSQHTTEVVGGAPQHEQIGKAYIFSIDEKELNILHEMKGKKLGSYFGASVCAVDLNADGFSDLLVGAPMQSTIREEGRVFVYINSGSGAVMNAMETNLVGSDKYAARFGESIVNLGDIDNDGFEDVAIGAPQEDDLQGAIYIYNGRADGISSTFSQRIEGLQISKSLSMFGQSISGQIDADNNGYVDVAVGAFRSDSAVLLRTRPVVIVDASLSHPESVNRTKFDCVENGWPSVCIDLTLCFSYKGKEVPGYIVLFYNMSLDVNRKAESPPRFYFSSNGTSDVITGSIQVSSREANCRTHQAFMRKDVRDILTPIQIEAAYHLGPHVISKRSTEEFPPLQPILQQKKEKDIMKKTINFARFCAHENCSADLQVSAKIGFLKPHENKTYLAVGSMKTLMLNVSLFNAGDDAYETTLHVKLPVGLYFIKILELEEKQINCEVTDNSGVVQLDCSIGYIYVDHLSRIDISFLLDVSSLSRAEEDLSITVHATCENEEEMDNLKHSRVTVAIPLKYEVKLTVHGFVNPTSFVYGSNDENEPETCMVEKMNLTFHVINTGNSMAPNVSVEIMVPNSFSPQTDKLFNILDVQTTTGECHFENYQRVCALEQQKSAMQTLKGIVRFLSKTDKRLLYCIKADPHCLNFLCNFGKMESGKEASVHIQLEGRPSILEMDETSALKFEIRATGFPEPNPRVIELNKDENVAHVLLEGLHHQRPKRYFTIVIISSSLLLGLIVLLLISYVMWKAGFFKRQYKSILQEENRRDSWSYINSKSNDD
# An asterisk follows results filed as active; / = no result given.
No.	Structure	GRK2 aptamer HTS	LAP4-GFP MLPCN	CIT2 TOR yeast	AGP1-GFP MLPCN	MEP2 TOR yeast	RPL19A-GFP yeast	CR mimetic SO	VLA-4 inh
1	COc1ccc(OCC(=O)N2c3ccccc3CC2C)c([N+](=O)[O-])c1 (stereo unspecified)	0	101	98	95	99	93	99	23
2	CCOC(=O)c1cc(-c2ccccc2)sc1NC(=O)c1ccc(OC)cc1	0	108	103	110	109	102	88	-15
3	CCOc1ccc(NC(=O)CCNS(=O)(=O)c2ccc3c(c2)c(=O)n(C)c(=O)n3C)cc1	0	97	105	107	106	101	94	12
4	COc1ccc(CC(=O)Nc2ccc(-c3noc(COc4ccccc4C)n3)cc2)cc1	0	100	97	101	103	105	91	17
5	CCc1nnc(NC(=O)CSc2nnc(C3CCCCC3)n2-c2ccccc2)s1	1	94	92	93	102	96	111	-4
6	COc1ccc(C(=O)C2CCCN(C(=O)/C=C/c3ccccn3)C2)c(C)c1 (stereo unspecified)	0	90	103	103	103	104	102	7
7	COc1cc(C(=S)N2CCCCC2)ccc1OCC(=O)Nc1ccc(F)cc1	1	87	86	85	93	94	105	17
8	C=C(C)CSc1nc2ccccc2[nH]1	2	92	92	92	101	98	100	-11
9	Cc1ccccc1-c1n[nH]c(=S)n1/N=C/C=C/c1ccco1	40	109	98	102	92	97	99	3
10	COc1ccc2[nH]c3ccc(OC)cc3c2c1	3	99	99	87	103	98	90	8
11	C#CCCCCCCC#CCN(C)C	1	98	97	94	94	98	97	-10
12	COc1ccc(C(O)(C(C)C)C(CN2CCOCC2)c2ccccc2)cc1 (stereo unspecified)	1	101	105	104	112	110	96	1
13	O=c1oc(CCCO)cc2ccccc12	1	99	87	94	92	91	85	6
14	COc1ccc(C2c3c(ccc4ccccc34)Oc3ncn4nc(-c5ccco5)nc4c32)cc1 (stereo unspecified)	1	109	84	98	107	101	99	13
15	O=C(CSc1ccc2ccccc2n1)c1ccccc1	8	101	84	96	97	93	89	2
16	Cc1cc(Cl)c(S(=O)(=O)NCc2cccnc2)cc1OCC(=O)NC1CCCCC1	0	106	96	107	102	98	93	-5
17	COc1ccc(CNC(=O)C(=O)NCCC2CCCCN2S(=O)(=O)c2cccs2)cc1 (stereo unspecified)	0	104	103	105	101	98	101	28
18	c1n[nH]c(SCCCCSc2ncn[nH]2)n1	1	98	108	101	103	103	98	-8
19	Cc1ccc(N/N=C(\C#N)C(=N)N2CCCCC2)cc1	0	133	107	111	108	99	115	9
20	COc1ccc(N(Cc2cc(=O)[nH]c3ccccc23)C(=O)C(C)C)cc1	4	101	97	98	97	100	101	13
21	O=C(Nc1ccc(Br)cc1)c1cccc(-n2cnnn2)c1	0	92	101	103	105	99	99	1
22	CCOC(=O)c1cc2c(=O)n3ccccc3nc2n(C)c1=NC(=O)c1c(-c2c(F)cccc2Cl)noc1C	5	95	95	87	119	67	103	9
23	Fc1ccc(Nc2nc(NCc3ccco3)c3ccccc3n2)cc1	0	127	112	115	131	111	86	16
24	CC(Oc1ccc(F)cc1F)C(=O)/C=C/N(C)C (stereo unspecified)	0	97	108	104	100	102	88	0
25	CCn1c(CNc2cccc(C(F)(F)F)c2)n[nH]c1=S	0	107	96	103	102	104	103	10

# Single entries from above.
# CR mimetic SO result of compound 3 is entered as 94
# AGP1-GFP MLPCN result of compound 14 is entered as 98

# Single records, as listed above. Screens in order: GRK2 aptamer HTS | LAP4-GFP MLPCN | CIT2 TOR yeast | AGP1-GFP MLPCN | MEP2 TOR yeast | RPL19A-GFP yeast | CR mimetic SO | VLA-4 inh
# COc1ccc(C(=O)C2CCCN(C(=O)/C=C/c3ccccn3)C2)c(C)c1 (stereo unspecified) is entered as 0 | 90 | 103 | 103 | 103 | 104 | 102 | 7
# COc1ccc(C(O)(C(C)C)C(CN2CCOCC2)c2ccccc2)cc1 (stereo unspecified) is entered as 1 | 101 | 105 | 104 | 112 | 110 | 96 | 1
# COc1ccc(N(Cc2cc(=O)[nH]c3ccccc23)C(=O)C(C)C)cc1 is entered as 4 | 101 | 97 | 98 | 97 | 100 | 101 | 13

# New compounds follow:
No.	Structure	GRK2 aptamer HTS	LAP4-GFP MLPCN	CIT2 TOR yeast	AGP1-GFP MLPCN	MEP2 TOR yeast	RPL19A-GFP yeast	CR mimetic SO	VLA-4 inh
26	CC1CN(C)C(C)CC1NCc1ccc2c(c1)OCO2 (stereo unspecified)	0	89	/	100	96	97	95	8
27	CCOc1ccc(C(C(=O)NCC2CCCO2)N(Cc2cccc(OC)c2)C(=O)c2snc(C(N)=O)c2N)cc1 (stereo unspecified)	2	92	97	98	108	108	120	8
28	Cn1c(=O)c(Sc2ccccc2)c(O)c2ccccc21	4	100	101	103	109	107	110	19
29	C=C(C)COc1ccc2c(C)c(CCC(=O)NC3CC3)c(=O)oc2c1	1	87	91	86	100	94	86	11
30	COC(=O)COc1ccc(-c2nccc(-c3ccccn3)n2)cc1	0	92	108	90	96	107	92	0
31	c1ccc(CNc2c3ccccc3nc3ccccc23)cc1	0	89	76	61	111	100	89	20
32	Fc1cc(Br)ccc1COc1ccc(-c2nnco2)cc1	0	100	100	98	100	100	100	13
33	CCN(CC)CCn1c(=S)[nH]c2ccc(Cl)cc2c1=O	3	105	98	103	102	98	111	1
34	CN(C)C(=O)c1cc(C(=O)c2ccc(C(F)(F)F)cc2)c[nH]1	0	106	100	96	97	91	102	9
35	O=C(Oc1ccccc1N1C(=O)C2CCCCC2C1=O)c1ccccc1F (stereo unspecified)	0	95	101	103	104	100	99	-2
36	O=C(COC(=O)c1ccccc1Cc1ccccc1)Nc1ccc(SC(F)F)cc1	0	97	105	95	98	96	112	-48
37	O=c1c(C(c2ccc(O)cc2)c2c(O)nc3n(c2=O)CCCS3)c(O)nc2n1CCCS2	6	87	98	81	92	88	102	7
38	O=C1CC(C(=O)N2CCN(c3ccccc3Cl)CC2)CN1Cc1ccccc1 (stereo unspecified)	4	109	103	107	104	98	89	9
39	O=C(C1=C[C@H](C2CC2)C[C@H](OCc2ccc(CO)cc2)O1)N1CCN(Cc2ccccc2)CC1	3	97	100	102	100	101	95	2
40	COc1ccccc1NC(=S)NCc1ccccc1Cl	2	88	91	89	84	94	86	3
41	Cc1cc(OCc2nc(-c3cccnc3)no2)c(C)cc1Br	2	86	86	/	84	85	106	-1
42	Cc1nc2c(C#N)c[nH]n2c(=O)c1Cc1ccccc1	35	100	108	102	99	100	105	-3
43	O=C(Cn1c2ccccc2c(=O)c2ccccc21)N/N=C/c1cc([N+](=O)[O-])ccc1N1CCCCCC1	25	101	97	96	109	95	113	13
44	CCS(=O)(=O)N1CCC(C(=O)Nc2cccc(C(C)=O)c2)CC1	2	97	89	104	98	104	97	3
45	CC(=O)N1CCN=C1SCc1ccc(C(F)(F)F)cc1	0	97	96	97	93	102	96	6
46	CCC(C)NC(=S)N(Cc1cc2cc(C)ccc2n2nnnc12)CC(C)(C)NC(C)C (stereo unspecified)	2	88	106	98	100	104	93	-9
47	C=CCN(C(=O)Nc1ccc(OC)cc1)c1nnc(-c2ccncc2)s1	0	102	106	99	101	99	96	-5
48	N=c1c2ccccc2nnn1-c1cccc(C(F)(F)F)c1	0	93	94	95	98	90	75	6
49	Cc1noc(C)c1CSCC(=O)N(C)CC(=O)Nc1ccccc1Br	2	104	99	105	103	95	103	0
50	Cc1[nH]c(SCC(=O)Nc2cc(C(N)=O)cc(C(N)=O)c2)nc1Cc1ccccc1	1	90	92	95	95	91	103	-3

# Random excerpt: 6 entries already listed
No.	Structure	GRK2 aptamer HTS	LAP4-GFP MLPCN	CIT2 TOR yeast	AGP1-GFP MLPCN	MEP2 TOR yeast	RPL19A-GFP yeast	CR mimetic SO	VLA-4 inh
30	COC(=O)COc1ccc(-c2nccc(-c3ccccn3)n2)cc1	0	92	108	90	96	107	92	0
47	C=CCN(C(=O)Nc1ccc(OC)cc1)c1nnc(-c2ccncc2)s1	0	102	106	99	101	99	96	-5
40	COc1ccccc1NC(=S)NCc1ccccc1Cl	2	88	91	89	84	94	86	3
1	COc1ccc(OCC(=O)N2c3ccccc3CC2C)c([N+](=O)[O-])c1 (stereo unspecified)	0	101	98	95	99	93	99	23
23	Fc1ccc(Nc2nc(NCc3ccco3)c3ccccc3n2)cc1	0	127	112	115	131	111	86	16
34	CN(C)C(=O)c1cc(C(=O)c2ccc(C(F)(F)F)cc2)c[nH]1	0	106	100	96	97	91	102	9

# Going on with the list.
No.	Structure	GRK2 aptamer HTS	LAP4-GFP MLPCN	CIT2 TOR yeast	AGP1-GFP MLPCN	MEP2 TOR yeast	RPL19A-GFP yeast	CR mimetic SO	VLA-4 inh
51	O=C(Nc1ccc2c(c1)OCO2)Nc1ccccn1	8	96	105	99	108	104	75	5
52	CC1CCC2(CC1)NC(=O)N(CC(=O)NCCc1ccc(F)cc1)C2=O (stereo unspecified)	0	100	93	97	93	95	100	10
53	COc1ccc(NC(=O)c2ccc(NC(=O)COC(=O)CC(NC(=O)c3ccccc3Cl)c3ccccc3)cc2)cc1 (stereo unspecified)	0	107	109	104	120	107	86	6
54	CCOc1ccc(-n2c(=O)c3sccc3n(CC(=O)NC3CCCCC3)c2=O)cc1	0	77	86	91	100	96	97	11
55	O=C(NC12CC3CC(CC(C3)C1)C2)c1cncc(Br)c1	0	109	90	90	103	93	102	3
56	Cc1ccccc1OCC(=O)N/N=C/c1cccc(Oc2ccc([N+](=O)[O-])cc2[N+](=O)[O-])c1	1	85	94	94	78	96	99	6
57	COc1cc(C(=S)N2CCOCC2)cc(OC)c1OC(=O)c1ccc(C)cc1	2	95	101	105	101	102	104	9
58	N#CC1=C(N)Nc2ncnn2C1c1ccc(F)cc1 (stereo unspecified)	2	93	94	94	90	96	89	7
59	Nn1cnnc1SCC(=O)Nc1ccc(C2CCCCC2)cc1	4	107	110	112	109	104	103	2
60	Cc1occc1-c1nnc(SCC(=O)N2CCOCC2)n1CC(C)C	2	101	92	100	103	99	90	15
61	O=C(COc1ccccc1Cl)NC(=S)Nc1ccccc1N1CCCC1	1	118	98	97	106	104	81	-3
62	CC(C)C(OC(=O)CN1C(=O)COc2ccccc21)C(=O)NC1CCCCC1 (stereo unspecified)	1	94	98	98	100	97	87	7
63	CCCc1cc(=O)[nH]c(SCC(=O)c2c(N)n(C3CC3)c(=O)[nH]c2=O)n1	2	102	88	96	97	95	94	1
64	O=C(NCC1COc2ccccc2O1)c1ccc(NC(=O)c2ccco2)cc1 (stereo unspecified)	0	100	96	99	99	96	103	24
65	Cc1ccc(Cl)cc1NC(=O)[C@@H]1CCC(=O)N1C1OC(=O)c2ccccc21 (stereo partly specified)	1	104	98	98	92	99	104	12
66	O=C(CCn1c(SCC(=O)c2ccccc2)nc2ccccc2c1=O)NCc1ccc(F)cc1	0	100	109	103	99	98	106	-5
67	c1ccc(-c2cn3c(n2)CCC3)cc1	1	94	92	96	98	98	110	-7
68	O=C(C1=C(O)C(=O)N(c2ncccn2)C1c1ccc(Cl)cc1)c1ccco1 (stereo unspecified)	0	97	96	101	103	99	97	-6
69	CN(CCc1ccccn1)c1ncnc2[nH]ncc12	0	94	93	92	91	93	101	-5
